BCLXL inh: inhibitors of human Bcl-xL, primary screen, biochemical, fluorescence polarization, HTS; 320,000 compounds, 0.7% hits; Bcl-2-like protein 1 (Homo sapiens), Q07817; AID 2129, 2009; GST-Bcl-xL / FITC-Bim BH3 peptide fluorescence polarization; inhibition, % at 10.9 µM;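 active = inhibition above the mean of all tested compounds plus 3 SD, cutoff set per campaign, cut at about 30% in these data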;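 also: 0% = DMSO wells and 100% = unlabeled Bim-BH3 peptide competitor; inhibitors lower millipolarization by displacing the labeled peptide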
Efflux pump inh: inhibitors of Candida efflux pumps in yeast, primary screen, S. cerevisiae, Nile Red, multiplex. 330,000 compounds, 0.44% hits. S. cerevisiae Candida pump triplex. inhibition, % at 10 µM;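 active = plate passing quality check with inhibition over a set limit, or well fluorescence over plate mean plus 4 SD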;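 also: Nile Red retained in pooled yeast measured as flow cytometry median fluorescence; 0% = buffer negative control and 100% = Enniatin B positive control; higher means more Nile Red kept so more efflux inhibition; some compounds called inactive have numbers as strong as hits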
MCL1-BIM inh: inhibitors of MCL1 binding to BIM-BH3, primary screen, biochemical, fluorescence polarization. Induced myeloid leukemia cell differentiation protein Mcl-1 (Homo sapiens), Q07820. GST-MCL1 / FITC-Bim-BH3 fluorescence polarization. inhibition, % at 10.9 µM. 320,000 compounds, 0.68% hits. AID 2057, 2009;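 active = inhibition above the mean inhibition of all tested compounds plus 3 SD, set per campaign, cut at about 40% in these data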;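 also: 0% = DMSO wells and 100% = unlabeled Bim-BH3 peptide control; higher means more loss of mP so more displacement of Bim peptide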
GRK2 aptamer HTS: compounds blocking aptamer binding on GRK2 – biochemical, human GRK2, bead flow cytometry, HTS, primary screen | Beta-adrenergic receptor kinase 1 (Homo sapiens), P25098 | FAM-aptamer displacement from GRK2 | inhibition of aptamer binding, % at 10 µM | 330,000 compounds, 0.59% hits;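 active = inhibition of aptamer binding above 40%, roughly 3 SD of noise, on plates passing a quality check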;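 also: median bead fluorescence of bound FAM aptamer so fluorescent compounds give negative values; no value below 0 was filed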
PME-1 inh: PME-1 inhibitors via competitive probe labeling, primary screen, biochemical, fluorescence polarization, FP-Rh probe, HTS | recombinant PME-1 | inhibition, % at 5.9 µM | 320,000 compounds, 0.53% hits | AID 2130, 2009;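 active = inhibition above the campaign mean of all compounds plus 3 SD, cut at about 26% in these data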;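 also: competitive labeling of PME-1 active site by serine hydrolase directed probe; 0% = PME-1 with DMSO and 100% = wells lacking PME-1 enzyme; inhibitors block probe labeling so polarization falls and inhibition rises; many of its hits are not listed in these tables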
MEX-5 binding: MEX-5 zinc finger RNA-binding disruptors – biochemical, C. elegans, fluorescence polarization, MLPCN library, primary screen; MEX-5/FITC-TCR2 RNA binding; stronger effect = lower value; activity score (negative = inhibition of binding), % at 10 µM; 300,000 compounds, 0.38% hits; AID 1832, 2009; Zinc finger protein mex-5 (Caenorhabditis elegans), Q9XUB2;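 active = inhibition past about -25% in most replicates, and total fluorescence under double the plate's negative control median, limit read from the data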;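 also: 0% = DMSO and -100% = 5 µM competing unlabeled TCR2 RNA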
Target sequence (Q9XUB2 whole entry, looked up): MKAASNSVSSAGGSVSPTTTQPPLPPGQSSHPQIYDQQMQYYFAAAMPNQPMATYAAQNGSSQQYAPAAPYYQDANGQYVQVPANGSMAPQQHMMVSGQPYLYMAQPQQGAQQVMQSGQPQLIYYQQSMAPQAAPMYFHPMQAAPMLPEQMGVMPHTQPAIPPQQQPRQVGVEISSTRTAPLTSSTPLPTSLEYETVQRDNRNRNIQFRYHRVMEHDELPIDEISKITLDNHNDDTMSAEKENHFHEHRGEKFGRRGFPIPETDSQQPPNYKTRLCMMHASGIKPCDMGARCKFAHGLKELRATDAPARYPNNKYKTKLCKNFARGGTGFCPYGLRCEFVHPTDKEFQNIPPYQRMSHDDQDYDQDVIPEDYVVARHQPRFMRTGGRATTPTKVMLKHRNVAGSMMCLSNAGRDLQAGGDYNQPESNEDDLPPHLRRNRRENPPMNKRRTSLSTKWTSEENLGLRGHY
Fam108B inh: mouse Fam108B serine hydrolase inhibitors, primary screen, counter-screen for RBBP9 inhibitor project, biochemical, fluorescence polarization. inhibition, % at 9.51 µM. 300,000 compounds, 0.33% hits. recombinant Fam108B, FP-Rh probe fluorescence polarization;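 active = inhibition above the screen mean inhibition plus 3 SD, computed separately per campaign, cut at about 18% in these data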;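 also: inhibitors lower polarization as less probe binds the enzyme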
GLD-1 RNA inh: GLD-1/TGE RNA complex disruptors, primary screen, biochemical, fluorescence polarization; Female germline-specific tumor suppressor gld-1 (Caenorhabditis elegans), Q17339; purified GLD-1 + fluorescein TGE RNA; inhibition, % at 5.96 µM; 320,000 compounds, 0.44% hits; AID 2280, 2010;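 active = percent inhibition above a per-plate cutoff, the plate mean of test compounds plus 3 SD, cut at about 30% in these data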;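 also: 0% = DMSO wells with GLD-1 and probe and 100% = wells lacking GLD-1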
Target sequence (Q17339 whole entry, looked up): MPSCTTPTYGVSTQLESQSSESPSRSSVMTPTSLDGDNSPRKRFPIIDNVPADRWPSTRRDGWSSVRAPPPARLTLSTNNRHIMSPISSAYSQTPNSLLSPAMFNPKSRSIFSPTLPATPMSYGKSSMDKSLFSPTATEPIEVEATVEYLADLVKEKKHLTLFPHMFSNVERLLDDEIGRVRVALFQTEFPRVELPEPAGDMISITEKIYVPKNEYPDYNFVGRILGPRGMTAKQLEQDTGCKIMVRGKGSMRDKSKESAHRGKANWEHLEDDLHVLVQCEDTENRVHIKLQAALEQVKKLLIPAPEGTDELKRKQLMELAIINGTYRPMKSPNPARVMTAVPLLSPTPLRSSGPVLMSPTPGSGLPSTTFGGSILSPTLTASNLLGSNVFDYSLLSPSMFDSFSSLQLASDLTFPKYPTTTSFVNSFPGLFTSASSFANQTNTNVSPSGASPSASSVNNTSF
VLA-4 inh: inhibition in human VLA-4 binding assay, primary screen, VLA-4 allosteric modulator project, MLPCN library, flow cytometry, VLA-4 expressing cells. Integrin alpha-4 (Homo sapiens), P13612. 330,000 compounds, 0.2% hits. AID 2557, 2010. ligand binding flow cytometry. inhibition, % (about 7 µM as worked out from the volumes in the protocol); in the data active = inhibition above about 50%
Numbers without * were called inactive; nt = no result given. These rows are one share of the data (hit frequency here may not be typical).

Each structure is followed by: BCLXL inh, Efflux pump inh, MCL1-BIM inh, GRK2 aptamer HTS, PME-1 inh, MEX-5 binding, Fam108B inh, GLD-1 RNA inh, VLA-4 inh
[1] c1cncc(-c2nc(NCc3ccc4c(c3)OCO4)c3ccccc3n2)c1
    -9, 0.4, -12, 0, -13, -5.0, -15, 3, -1
[2] CC(C)C(=O)Nc1ccc(NC(=O)c2ccc(COc3ccccc3)cc2)cc1
    6, 0.2, 7, 0, 0, -1.1, -2, 1, -16
[3] CCOC(=O)C1=C(O)/C(=C\c2cc(C)n(-c3ccccc3F)c2C)N=C1C
    48*, 0.1, 37, 5, 0, -3.4, -1, 29, 7
[4] CC1CCCC(NC(=O)CCC(=O)NCc2ccccc2)C1C (stereo unspecified)
    -1, -0.1, 0, 1, -1, 0.6, -3, 1, 12
[5] CCc1ccccc1NC(=O)NCCN1CCCCC1
    5, 0.3, -1, 1, -3, -1.8, 7, -4, 7
[6] COC(=O)C1=C(C(=O)OC)[C@@H]2N(C)c3ccc(OC)cc3[C@@]23C[C@@H](C(=O)OC)N(C(=O)c2ccco2)C3=N1
    11, 0.0, 6, 0, 5, -1.4, 3, 1, -5
[7] CCc1ccc(NC(=O)C2C3CCC(O3)C2C(=O)O)cc1 (stereo unspecified)
    -5, 0.1, -3, 2, 0, -0.5, 4, -10, 12
[8] COc1ccccc1CN1C[C@@H]2C[C@@H](C3=Cc4cc(Cl)ccc4OC3)N3CCC[C@@]23C1=O
    1, 0.3, -1, 2, -2, 2.6, 1, -1, -2
[9] CCCSCC(=O)Nc1ncc2c(n1)-c1ccccc1CC2
    66*, 0.0, 62*, 15, 3, -6.8, 9, 21, -2
[10] COC(=O)C(CCSC)NC(=O)Cn1ncc2c(=O)oc3ccccc3c21 (stereo unspecified)
    -1, 0.1, 2, 4, -4, -1.0, -1, 0, 3

Four records picked at random from the list so far:
Each structure is followed by: BCLXL inh, Efflux pump inh, MCL1-BIM inh, GRK2 aptamer HTS, PME-1 inh, MEX-5 binding, Fam108B inh, GLD-1 RNA inh, VLA-4 inh
[4] CC1CCCC(NC(=O)CCC(=O)NCc2ccccc2)C1C (stereo unspecified)
    -1, -0.1, 0, 1, -1, 0.6, -3, 1, 12
[9] CCCSCC(=O)Nc1ncc2c(n1)-c1ccccc1CC2
    66*, 0.0, 62*, 15, 3, -6.8, 9, 21, -2
[8] COc1ccccc1CN1C[C@@H]2C[C@@H](C3=Cc4cc(Cl)ccc4OC3)N3CCC[C@@]23C1=O
    1, 0.3, -1, 2, -2, 2.6, 1, -1, -2
[10] COC(=O)C(CCSC)NC(=O)Cn1ncc2c(=O)oc3ccccc3c21 (stereo unspecified)
    -1, 0.1, 2, 4, -4, -1.0, -1, 0, 3

Later entries:
Each structure is followed by: BCLXL inh, Efflux pump inh, MCL1-BIM inh, GRK2 aptamer HTS, PME-1 inh, MEX-5 binding, Fam108B inh, GLD-1 RNA inh, VLA-4 inh
[11] CCCCCCCc1c(O)nc(SCC(=O)O)[nH]c1=O
    2, -0.1, 2, 11, 6, 2.6, 2, 2, -3
[12] Cc1c(C(=O)c2no[n+]([O-])c2C(=O)c2cnn(C)c2C)cnn1C
    1, 0.1, -1, 0, -2, -1.0, 5, -5, 6
[13] CCS(=O)(=O)Nc1ccc(C2=NN(S(=O)(=O)c3ccc(F)cc3)C(c3ccco3)C2)cc1 (stereo unspecified)
    -2, -0.1, 0, 0, 5, 2.2, 1, 0, -65
[14] Cc1ccc(OCC(=O)N/N=C/c2ccncc2)cc1
    4, 0.0, 9, 0, -3, 1.6, -4, 5, 13
[15] COc1ccc(/C=N/N2CCOCC2)cc1COc1ccc(F)cc1
    -3, 0.1, -1, 0, 3, 1.0, -1, -5, 2
[16] CC(=O)c1ccc(NC(=O)c2cc(Cl)sc2Cl)cc1
    7, 0.1, 18, 1, -11, 0.2, 7, 3, -8
[17] Nc1ccccc1SCc1cc([N+](=O)[O-])cc2c1OCOC2
    5, 0.0, 0, 0, 5, -1.3, 0, 1, 12
[18] CCN(CC)CCn1c(NCc2cccc(OC)c2OC)nc2ccccc21
    2, -0.1, -1, 0, 3, -3.7, -1, 6, -4
[19] COc1ccc(NC(=S)NC2CC3CCCC(C2)N3C2CC2)cc1 (stereo unspecified)
    -2, -0.1, 2, 0, -1, -1.0, 1, 3, -7
[20] CCCSc1nc(C)c(-c2csc(C(C#N)=C3CCCC3)n2)cc1C#N
    5, 0.9*, 3, 0, -1, 1.0, -5, -2, 13

Each structure is followed by: BCLXL inh, Efflux pump inh, MCL1-BIM inh, GRK2 aptamer HTS, PME-1 inh, MEX-5 binding, Fam108B inh, GLD-1 RNA inh, VLA-4 inh
[21] CCc1ccc(N2CC(C(=O)Nc3cccc(C(=O)NC4CC4)c3)CC2=O)cc1 (stereo unspecified)
    -12, 0.5, -10, 0, -6, nt, nt, 2, -1
[22] Cc1ccc(NC(=O)CCC(=O)NNC(=O)NC23CC4CC(CC(C4)C2)C3)cc1C
    0, 0.0, 2, 2, -4, 2.8, -1, 8, 3
[23] CC(=O)/C(N=Nc1ccc2c(c1)OCCO2)=C(\C)O
    1, 0.1, -4, 1, -20, 2.9, -8, 2, -12
[24] Cc1ccc2c(c1)N(CC(=O)NCC1CCCO1)C(=O)C(C)O2 (stereo unspecified)
    4, -0.2, 5, 1, 1, 0.9, 4, -3, 9
[25] Cc1ccccc1COc1ccc(-c2nn[nH]n2)cc1
    5, -0.1, 1, 0, -3, -2.8, 0, -10, -1
[26] C/C(=N/N1CCN(Cc2cccc3ccccc23)CC1)c1ccco1
    2, -0.1, -2, 0, 1, -0.1, -1, -3, 1
[27] Cc1c(Cl)cccc1-n1nnnc1-c1cccs1
    5, 0.1, 3, 1, 10, 0.1, -4, -1, -3
[28] Cc1cccc(OCC(=O)N=Nc2c(O)[nH]c3ccc([N+](=O)[O-])cc23)c1
    -3, -0.1, 6, 0, -2, 2.4, -1, 5, 6
[29] Cc1nnc(NC(=O)c2c(F)cccc2F)s1
    -2, 0.1, -2, 1, 1, 1.9, 0, 1, -2
[30] C=CCn1cc(F)c(=O)n(CC=C)c1=O
    0, 0.1, -6, 0, -2, 0.3, 7, -3, 6

Each structure is followed by: BCLXL inh, Efflux pump inh, MCL1-BIM inh, GRK2 aptamer HTS, PME-1 inh, MEX-5 binding, Fam108B inh, GLD-1 RNA inh, VLA-4 inh
[31] CCc1sc(C(=O)NNC(=O)c2cncc(Br)c2)cc1C
    nt, -0.1, nt, 0, nt, nt, nt, 2, 6
[32] O=C(NCCO[N+](=O)[O-])c1cccnc1
    7, -0.2, 7, 0, -5, -0.8, 5, 1, -16
[33] Cc1cc(C(=O)CSc2cccc[n+]2[O-])c(C)n1-c1ccccc1
    2, -0.1, 6, 5, 1, -3.2, -1, 9, 3
[34] O=C(NCCc1cccc(Cl)c1)c1cccc([N+](=O)[O-])c1
    2, -0.2, -1, 0, 5, -0.1, -2, 7, -8
[35] O=C(CCN1C(=O)c2ccccc2C1=O)Nc1sc2c(c1C(=O)NCc1ccco1)CCCC2
    5, 0.3, 5, 2, -7, 1.2, -2, 4, -132
[36] CCCCN(CC)Cc1ccc(CNC(=O)Nc2ccc(F)cc2)o1
    6, -0.1, 8, 0, -1, -0.8, 1, 4, 7
[37] CCOc1ccc(NC(=O)CCC(=O)c2ccc(OC)cc2)cc1
    1, 0.2, 4, 1, 9, -1.0, 1, -7, 15
[38] Cc1ccc(NC(=O)C2CC(=O)Nc3ncnn32)cc1Cl (stereo unspecified)
    10, 0.0, 9, 0, 5, 0.1, -1, -1, 1
[39] COC(=O)C1=C(C)N(c2cccc(C)c2)C(=O)/C1=C\c1cccs1
    6, -0.1, 3, 0, -2, 0.0, 1, -1, 5
[40] CCCCCCOc1ccc(N2C(=O)CC(SCCN)C2=O)cc1 (stereo unspecified)
    1, 0.0, -1, 0, 2, -0.3, 2, -2, 12

Each structure is followed by: BCLXL inh, Efflux pump inh, MCL1-BIM inh, GRK2 aptamer HTS, PME-1 inh, MEX-5 binding, Fam108B inh, GLD-1 RNA inh, VLA-4 inh
[41] CCSc1nnc(NC(=O)[C@@H](NC(=O)c2ccc(C(C)(C)C)cc2)C(C)C)s1
    2, -0.5, 10, 0, 2, -1.1, -5, 5, 7
[42] Cc1noc(NS(=O)(=O)c2ccc(N/C=C\C(=O)c3ccc(Br)cc3)cc2)c1C
    4, 0.1, -3, 1, 10, -1.1, 3, 3, 24
[43] CC(OC(=O)CCN1C(=O)C2CC=CCC2C1=O)C(=O)Nc1cccc(C#N)c1 (stereo unspecified)
    0, 0.1, 1, 4, -4, 0.1, -6, -3, 9
[44] COC(=O)c1ccc2c(=O)n(CC3CCCO3)c(SCC(=O)NCCc3ccc(S(N)(=O)=O)cc3)nc2c1 (stereo unspecified)
    1, 0.1, -2, 0, -4, -2.0, -1, 1, -6
[45] O=C(NCCC(NS(=O)(=O)OCC(Cl)(Cl)Cl)c1ccccc1)C(F)(F)F (stereo unspecified)
    5, 0.0, -3, 1, 2, 2.4, -1, -1, 1
[46] Nc1nc2c(ncn2COCCO)c(=O)[nH]1
    1, 0.1, 18, 0, 3, -0.8, -2, 9, 49
[47] O=C(COc1cc([N+](=O)[O-])cc2cccnc12)NCCC1=CCCCC1
    3, -0.2, 8, 0, 14, -1.1, 5, 3, -3
[48] COc1ccc(CCNC(=O)C2CC(=O)N(C3CCCCCCC3)C2)cc1OC (stereo unspecified)
    8, -0.1, 12, 0, 4, -1.4, -1, -2, 0
[49] CON(C)S(=O)(=O)c1ccc2c(c1)NC(=O)C1CCCN21 (stereo unspecified)
    16, 0.3, 9, 3, -6, 0.9, -5, 4, -6
[50] Cc1noc(C)c1C(=O)N1CCN(S(=O)(=O)c2ccc(F)cc2)CC1
    0, 0.0, 0, 2, -2, -0.1, -1, 4, -6
[51] COc1cccc(C(=O)Nc2cccc3ccccc23)c1
    nt, 0.2, nt, 0, nt, -0.2, nt, nt, 6

Grouped by structure, the entries above with a cyano group (two)
Each structure is followed by: BCLXL inh, Efflux pump inh, MCL1-BIM inh, GRK2 aptamer HTS, PME-1 inh, MEX-5 binding, Fam108B inh, GLD-1 RNA inh, VLA-4 inh
[20] CCCSc1nc(C)c(-c2csc(C(C#N)=C3CCCC3)n2)cc1C#N
    5, 0.9*, 3, 0, -1, 1.0, -5, -2, 13
[43] CC(OC(=O)CCN1C(=O)C2CC=CCC2C1=O)C(=O)Nc1cccc(C#N)c1 (stereo unspecified)
    0, 0.1, 1, 4, -4, 0.1, -6, -3, 9
